Assay outcomes as filed in PubChem.
SNCA expr inh – reduces expression of the alpha-synuclein gene | HEK-293 SNCA-luciferase knock-in, luminescence, 24 h | Potency, µM (top dose mostly 57.2 µM), for inactives: at the top dose activity change, negative = inhibition, hits mostly inhibitors | 140,000 tested, 0.17% active;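 also: potency is read from the fitted curve at half-maximal effect; plate controls were DMSO cells for no effect and cell-free wells for full effect; nearly all actives have a fitted effect of over 45% in size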
Luciferase inh – blocks purified firefly luciferase enzyme activity. P08659. purified P. pyralis luciferase, luminescence, biochemical. Potency, µM (doses to about 115 µM), for the others: top-dose activity change, negative = inhibition, hits mostly inhibitors. 76,000 tested, 2.5% active. AID 1347043; also: potency is read from the fitted curve at half-maximal effect; nearly all actives have a fitted effect of over 65% in size
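Luminescence read by CCD imager after adding enzyme (10nM final) to wells holding compound, titrated in qHTS. Substrates 10uM each D-luciferin and ATP; buffer 50mM Tris acetate pH 7.5, 10mM Mg acetate, Tween-20, BSA.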
3T3 cytotox – cytotoxic compounds in NIH 3T3 cells; 94,000 tested, 4.3% active; Potency, µM (titrated, usually from 96.7 µM), for inactives: at the highest dose activity change, negative = cytotoxicity, actives largely listed as inhibitors; NIH 3T3 viability, CellTiter-Glo ATP luminescence, 48-72 h; also: potency is read from the fitted curve at half-maximal effect; nearly all actives have a fitted effect of over 55% in size
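Cytotoxicity is measured as loss of cellular ATP: NIH 3T3 cells (400/well) are exposed to compound for 48 or 72 hr at 37 °C, then CellTiter-Glo luminescence is imaged after 10 min at room temperature.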
IP6K1 inh – blocks human inositol hexakisphosphate kinase 1 | Q92551 | IP6K1 kinase, ADP-Glo luminescence, 2 h; active compounds read low | activity change, % (series mostly up to about 58 µM) | 140,000 tested, 0.81% active | AID 1645851; in the data active = activity change below about -25%
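ADP-Glo luminescence measures ADP made by human IP6K1 during a 2 h RT reaction with ATP/IP6 (mix at 1.3 mM/130 uM); top library doses 57.5 and 19.1 uM final.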
GPT2 inh – inhibitors of human GPT2 alanine aminotransferase | 100,000 tested, 0.25% active | Recombinant GPT2, coupled pyruvate oxidase/HRP Amplex Red fluorescence | Potency, µM (highest dose often 57.7 µM), without a hit: top-dose activity change, negative = inhibition, most hits filed as inhibitors | Q8TD30 | AID 1671188; also: potency is read from the fitted curve at half-maximal effect; nearly all actives have a fitted effect of over 60% in size; many of its hits are not listed in these tables
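Inhibition is scored from Amplex Red fluorescence generated when pyruvate oxidase and HRP act on pyruvate released by GPT2. Reactions contain 10ng/uL enzyme, 250uM a-KG and 2mM L-alanine and run 30 min at room temperature.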
HEK cytotox – cytotoxic compounds in HEK 293 cells; HEK 293 viability, ATP luminescence (CellTiter-Glo), 48-72 h; Potency, µM (titrated, usually from 115 µM), for the others: top-dose activity change, negative = cytotoxicity, most hits filed as inhibitors; 94,000 tested, 6.6% active; AID 1345083; also: potency is read from the fitted curve at half-maximal effect; nearly all actives have a fitted effect of over 60% in size
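ATP-coupled CellTiter-Glo luminescence served as viability read-out, recorded 10 min after reagent addition at room temperature. HEK 293 cells, 250 cells/well, had been incubated with pintool-transferred compound for 48 or 72 hr at 37 degree Celsius.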
HEK293 viab – counter-screen for SNCA expression inhibitors: cell viability. HEK-293-SNCA-luc viability, GF-AFC fluorescence, 24 h. Potency, µM (titrated, usually from 57.1 µM), inactives show at the top dose activity change, negative = cytotoxicity, most hits filed as cytotoxic. 150,000 tested, 0.12% active. AID 1671193;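 also: potency is read from the fitted curve at half-maximal effect; 0% = DMSO-treated cells and -100% = medium-only wells without cells; nearly all actives have a fitted effect of over 30% in size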
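HEK-293-SNCA-luc cells (1500/well) plated 24 h, then exposed 24 h to a dilution series; GF-AFC added 30 min at 37C, fluorescence 405/540 nm; normalised to medium-only and DMSO wells, Hill fit.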
The depositor's hits bear a star; i = inactive; ? = inconclusive; nt = no result given; & = joins results of further samples; [ ] = another dose, or the depositor's remark. Unless noted, calls follow the shape of the dose curve; as a rule, active = well fitted curve in the direction sought with a large enough effect; inconclusive = small, poorly fitted or top-dose-only effect, or another doubt; inactive = no such curve, though single readings can be large; an effect the other way counts as inactive or inconclusive. Unless noted, % is scaled to controls: 0 for no effect and ±100 for the full control effect.

SMILES | SNCA expr inh | Luciferase inh | 3T3 cytotox | IP6K1 inh | GPT2 inh | HEK cytotox | HEK293 viab
COc1ccc(-c2nnc(Nc3ccc(OC)c(C(N)=O)c3)c3ccccc23)cc1 | 17% | nt | nt | 14 | nt | nt | ?
COc1ccc(Cn2c(SCc3ccc(C(=O)NC(C)C)cc3)nc3cccnc32)cc1 | 10% | nt | nt | -6 | nt | nt | -11%
CC1CCC(NC(=O)C2(C)Cc3ccccc3C(=O)N2Cc2ccc(F)cc2)CC1 (stereo not drawn) | 7% | nt | nt | 6 | nt | nt | -27%
Cc1cccc(-c2noc(-c3ccccc3OCC(=O)Nc3ccc([N+](=O)[O-])cc3)n2)c1 | -18% | nt | nt | -4 | nt | nt | -2%
Cc1cccc(N2CCN(CCNC(=O)C3COc4ccccc4C3)CC2)c1C (stereo not drawn) | 10% | nt | nt | 8 | nt | nt | 13%
O=C(NC1CCOCC1)C1CCCCN1Cc1ccc(-c2cccs2)cc1 (stereo not drawn) | -8% | nt | ? | 1 | 2% | 45µM* | 2%
Cc1cccc(-c2cccc(CN3CCC(NC(=O)NC(C)C)CC3)c2)c1 | ? | nt | ? | 0 | i | ? | -1%
COc1cccc(CN2CC[C@@](C)(O)[C@H](N3CCCC3)C2)c1OC | -13% | 1% | ? | 14 | i | -6% | 0%
O=C(c1ccc(Cl)nc1)N1CCC(C(=O)N2CCC(c3nc4ncccc4[nH]3)C2)CC1 (stereo not drawn) | -8% | nt | 1% | -12 | -3% | -1% | -1%[12.5 µM]
CCN(CC)C1CCN(C(=O)c2cc(OC)ccc2OC2CCN(C(=O)C3CC3)CC2)C1 (stereo not drawn) | 16% | 0% | -1% | -6 | ? | -2% | 6%
O=C(c1cc2ccccc2[nH]1)N1CCC(N2CC(OCC3CC3)C23CCOCC3)CC1 (stereo not drawn) | 248%[activator] | ? | -12% | 0 | i | -19% | 12%
COCC(=O)N1CCC(C(=O)N2CCCC(c3nc4ncccc4[nH]3)C2)CC1 (stereo not drawn) | 18% | nt | -1% | 4 | 3% | 0% | 2%
CCOc1c(Cl)cc(CNc2ccc3[nH]c(=O)[nH]c3c2)cc1OC | -13% | nt | nt | 9 | nt | nt | ?
CC(C)NC(=O)c1cc(-c2ccc(F)cc2)c2nncn2n1 | 29%[87.6 µM] | nt | ? | 5 | i | -26%[172 µM] | 9%[87.6 µM]
Cc1cc(=O)n(CC(=O)NCCc2ccc(Cl)cc2)c(N2CCOCC2)n1 | ? | -1% | -12% | 18 | 3% | -27% | -8%

Ordered by length of the SMILES (largest number first): part of the list above
SMILES | SNCA expr inh | Luciferase inh | 3T3 cytotox | IP6K1 inh | GPT2 inh | HEK cytotox | HEK293 viab
Cc1cccc(-c2noc(-c3ccccc3OCC(=O)Nc3ccc([N+](=O)[O-])cc3)n2)c1 | -18% | nt | nt | -4 | nt | nt | -2%
O=C(c1ccc(Cl)nc1)N1CCC(C(=O)N2CCC(c3nc4ncccc4[nH]3)C2)CC1 (stereo not drawn) | -8% | nt | 1% | -12 | -3% | -1% | -1%[12.5 µM]
CCN(CC)C1CCN(C(=O)c2cc(OC)ccc2OC2CCN(C(=O)C3CC3)CC2)C1 (stereo not drawn) | 16% | 0% | -1% | -6 | ? | -2% | 6%
COc1ccc(Cn2c(SCc3ccc(C(=O)NC(C)C)cc3)nc3cccnc32)cc1 | 10% | nt | nt | -6 | nt | nt | -11%
CC1CCC(NC(=O)C2(C)Cc3ccccc3C(=O)N2Cc2ccc(F)cc2)CC1 (stereo not drawn) | 7% | nt | nt | 6 | nt | nt | -27%
COCC(=O)N1CCC(C(=O)N2CCCC(c3nc4ncccc4[nH]3)C2)CC1 (stereo not drawn) | 18% | nt | -1% | 4 | 3% | 0% | 2%
COc1cccc(CN2CC[C@@](C)(O)[C@H](N3CCCC3)C2)c1OC | -13% | 1% | ? | 14 | i | -6% | 0%
Cc1cccc(-c2cccc(CN3CCC(NC(=O)NC(C)C)CC3)c2)c1 | ? | nt | ? | 0 | i | ? | -1%
CCOc1c(Cl)cc(CNc2ccc3[nH]c(=O)[nH]c3c2)cc1OC | -13% | nt | nt | 9 | nt | nt | ?
O=C(NC1CCOCC1)C1CCCCN1Cc1ccc(-c2cccs2)cc1 (stereo not drawn) | -8% | nt | ? | 1 | 2% | 45µM* | 2%

The listing continues:
SMILES | SNCA expr inh | Luciferase inh | 3T3 cytotox | IP6K1 inh | GPT2 inh | HEK cytotox | HEK293 viab
O=c1[nH]c(C2CCCN(Cc3cccs3)C2)nc2ccc(F)cc12 (stereo not drawn) | -21% | 3% | ? | 2 | i | ? | 4%
O=C1CC2(CCN(C(=O)c3ccc(Cl)cc3)CC2)Oc2ccccc21 | 17% | nt | ? | -8 | -1% | ? | 1%
O=C1Nc2ccc(Br)cc2C(=O)N2CCN(C(=O)C3CCNCC3)C[C@H]12 | 11%[87.6 µM] | 0%[172 µM] | i | -5 | -7%[88.5 µM] | -17%[172 µM] | 5%[87.6 µM]
COc1ccc(CC(=O)N[C@H]2C[C@@H](c3nc(-c4ccc(OC(F)(F)F)cc4)no3)N(C)C2)cc1 | 2% | 1% | ? | 0 | ? | 35µM* | -9%
COc1cccc(-n2cc(CN(C)c3nccc(-c4cccnc4)n3)cn2)c1 | -6% | ? | ? | -8 | ? | ? | -10%
COc1ccc(-n2c(-c3ccc(C)cc3)cc3c2CC(C)(C)CC3=O)cc1Cl | 8% | nt | nt | -12 | nt | nt | 4%
COc1ccc(C(=O)N[C@@H]2CN(c3ncccn3)C[C@H]2CN(C)C)cn1 | 11% | -8% | i | 6 | i | i | -22%
CCOC(=O)c1c(-c2ccc(C)cc2)csc1NC(=O)c1nc(SCC)ncc1Cl | 8% | nt | nt | -4 | nt | nt | 4%
NC(=O)C(c1ccccc1)(c1ccccc1)[C@@H]1CCN(CCc2ccc3c(c2)CCO3)C1 | 24%[25.6 µM] | nt | nt | -10 | ? | nt | -27%[23.9 µM]
O=C(NCCc1ccncc1)C1CC(=O)N(c2n[nH]c3ccccc23)C1 (stereo not drawn) | 13% | -7% | i | 20 | -12% | -10% | 30%
COc1ccc(CNC(=O)[C@H]2O[C@H](CCN3CCN(C)CC3)CC[C@@H]2O)cc1 | -3%[87.6 µM] | 15%[172 µM] | -1%[174 µM] | -6 | 1%[88.5 µM] | -12%[172 µM] | 5%[87.6 µM]
O=C(CN1CC2CC(C1)[C@H]1CCCC(=O)N1C2)N1CCC(Cc2ccccc2)CC1 (stereo partly drawn) | -3% | 16% | 4% | -1 | i | 2% | 6%
COc1ccccc1OCc1cc(C(=O)NCc2cnc(C)cn2)n[nH]1 | -3% | -2% | -7% | 5 | -10% | -8% | -3%
O=S(=O)(N[C@H]1[C@H](O)[C@H](O)C[C@@H]1c1ccccc1)c1ccc(C(F)(F)F)cc1 | -23%[87.6 µM] | -4%[172 µM] | i | -3 | -21%[88.5 µM] | -9%[172 µM] | 1%[87.6 µM]
Cn1ccnc1C(=O)N1CC2CC(C1)[C@H]1CCCC(=O)N1C2 (stereo partly drawn) | 3% | -7% | 4% | 26 | 2% | 11% | -2%
Cc1c(C(=O)Nc2ccc(F)cc2F)oc2ccc3c(c12)C(=O)CC(C)(C)O3 | 130%[activator] | nt | nt | -9 | nt | nt | -5%
COCCC1(N(C)C)CCN(C(=O)CC2CCCCC2)CC1 | -7% | -2% | i | -8 | i | i | 9%
O=C(Nc1cc(F)cc(C(F)(F)F)c1)N1CCCOC(Cn2cccn2)C1 (stereo not drawn) | ? | -2% | ? | 6 | 2% | ? | -20%
CCc1nn(CC(=O)N2CCN(c3cccc(C(F)(F)F)c3)CC2)c(=O)c2cccn12 | -13% | nt | nt | -7 | nt | nt | 15%
O=C(Cn1cc(SCc2ccccc2F)c2ccccc21)N1CCCCC1 | 97%[activator] | nt | nt | 15 | nt | nt | -26%
O=C(c1cscn1)N1CCc2n[nH]c(=O)n2CC1 | -10% | 7% | 1% | 7 | -2% | -10% | 0%
CN(CC1CCOCC1)S(=O)(=O)c1cccc(C(F)(F)F)c1 | 9% | 9% | -4% | 11 | -2% | i | -2%
Cc1ccc(C)c(-c2nc(Cn3c(=O)cc(-c4ccccc4)c4c(C)nn(C)c43)c(C)o2)c1 | 16% | nt | nt | 3 | nt | nt | -6%
CCN(CC)Cc1cnc2c(C(=O)N3CCCC(COC)C3)cnn2c1 (stereo not drawn) | -12% | 5% | 3% | 6 | -8% | -7% | -1%
Cc1nn(CCCNC(=O)C2CCOc3ccccc3C2)c(C)c1Cl (stereo not drawn) | 2% | 2% | ? | 2 | -6% | ? | 7%
CS(=O)(=O)N1CCC(C2CCN(C(=O)CC3=CCCCC3)C2)CC1 (stereo not drawn) | ? | -14% | -20% | 10 | 1% | ? | 4%[12.5 µM]
Cc1ncc2n1C(=O)N(C1CCN(Cc3cccnc3)CC1)C2 | -10%&1%[87.6 µM] | -4%&11%[172 µM] | -8%&-7%[138 µM] | -2&6 | i | -18%[172 µM] | -8%&-20%[87.6 µM]
Cc1nc(-c2c3n(c(=O)n(CC(=O)Nc4cccc(Cl)c4)c2=O)CCCCC3)no1 | 11% | -4% | -7% | 10 | -15% | 2% | 17%
O=C(c1noc(-c2ccc(F)cc2)n1)N1CCN(c2ccccc2F)CC1 | ? | -15% | -15% | 1 | -4% | ? | 1%
Cc1cccc(NC(=O)CSc2nc3n[nH]c(C)c3c(=N)n2-c2cccc(Cl)c2)c1 | ? | nt | nt | 2 | nt | nt | -16%
O=C(CCC1CCN(Cc2ccc(OCCO)cc2)CC1)Nc1ccccc1Cl | -11% | 9% | -16% | 1 | -14% | -26% | 2%
CCC(CC)C(=O)N1[C@@H](c2ccco2)[C@@H](C(=O)O)C[C@]12CCCCN(CCOC)C2=O | nt | nt | ? | -4 | nt | -1% | nt
COCCOC1CN(C2CCN(C(=O)NC(C)(C)C)CC2)C12CCCCC2 (stereo not drawn) | -1% | -3% | -1% | -5 | i | 3% | -4%
Cc1cnc(C(=O)NC2C[C@H]3CC[C@@H](C2)N3C(=O)c2ccc(C)c(F)c2)cn1 (stereo partly drawn) | -19% | -1% | -14% | 12 | i | 1% | 0%
CCn1ccnc1CN(C)Cc1cn(Cc2ccccc2)nc1-c1cc2ccccc2o1 | -15% | -26% | 40µM* | 20 | i | 45µM* | ?
O=C(COc1ccccc1)Nc1nnc(SCc2cc(=O)n3cc(Cl)ccc3n2)s1 | 5% | nt | nt | 1 | nt | nt | 6%
CN(C)C(=O)c1cc2c(s1)CCC(C(=O)N1CCN(c3cccc(Cl)c3)CC1)C2 (stereo not drawn) | -4% | -2% | ? | 20 | i | ? | -24%

These rows are one share of the data (hit frequency here may not be typical).
